bCat nuc transl – modulators of beta-catenin nuclear translocation; nuclear translocation activity, % at 5 µM; 190,000 compounds, 0.3% hits; HeLa beta-catenin nuclear translocation, immunofluorescence imaging;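 active means nuclear translocation activity above 50% at 5 µM, with a well cell count of 50 or more; inconclusive means wells under 50 cells across six images, flagged as toxic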;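 further: per-cell ratio of nuclear to cytoplasmic median beta-catenin stain intensity; plate controls were DMSO negative control for no effect and GSK-3 inhibitor IX positive control for full effect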
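Technique: fluorescence imaging of beta-catenin antibody stain plus DAPI / Material: human HeLa cell line / Incubation: compound treatment 24 h, 37°C, 5% CO2 / Read-out basis: % activation of per-cell nuclear versus cytoplasmic median beta-catenin signal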
WT yeast gro inh – growth inhibition of WT yeast, mitochondrial fusion screen; mitochondrial fusion phenotypic screen, WT strain; inhibition, % at 10 µM; 190,000 compounds, 2.1% hits; AID 1362; in the data active means inhibition above about 58%; tested in S. cerevisiae
Autophagy mod – modulators of autophagy. MEF GFP-LC3 puncta imaging; test concentration mostly 10 µM. calls only at 10 µM (by protocol). 190,000 compounds, 0.98% hits. AID 463193;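 active means percentage of spot-positive cells more than 3 SD above its plate mean, without a fluorescence outlier flag or 80% toxicity; inconclusive means no clear call, values can overlap the other calls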;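 further: spot-positive cell cutoff set from DMSO-treated cells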
Dynein transport – blocks dynein driven cargo transport along microtubules | 3617.4 mouse cells, GR-EGFP nuclear translocation imaging; test concentration mostly 20 µM; stimulated with dexamethasone, 1 µM; active compounds read low | z-score, hits read low | 220,000 compounds, 0.47% hits | AID 1381;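 active means plate z-score of nuclear minus cytoplasmic receptor signal below a set negative limit, without overly bright fluorescence or cell loss, cut at about -3.5 in these data, passing the limit was not always enough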;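 further: z-score of nuclear minus cytoplasmic ring GR-EGFP intensity difference per well; some compounds called inactive have numbers as strong as hits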
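Buffer or medium – tet-free medium with charcoal-stripped serum · Signal – automated 10x imaging of fixed Hoechst-stained cells · Also added – dexamethasone agonist, 1.0 µM final, for 30 min · Incubation – induction 48 h, compound 1 h, agonist 30 min · Read-out – GR-EGFP nuclear translocation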
M1AAP inhibition – malaria alanyl aminopeptidase activity blockers – biochemical, fluorogenic H-Leu-NHMec substrate, 1536-well (AID 1445); 220,000 compounds, 0.42% hits; recombinant M1AAP, H-Leu-NHMec fluorogenic kinetic assay; higher % means a stronger effect; inhibition, % at 30 µM; hits with a dose series show IC50 in µM;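 active means primary inhibition above the hit cutoff, then over 50% inhibition at one or more dose response concentrations, cut at about 23% in these data, passing the limit was not always enough; inconclusive means conflicting primary data, or primary hits not chosen for dose response; inactive means low primary inhibition, or under 50% at every dose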;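 further: plate controls were DMSO full reaction for no effect and no enzyme background for full effect; strong numbers were not always called active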
T cell HTS – T cell immune modulators affecting CD8 T cell-vesicle binding. 2C CD8+ T cell-vesicle binding, flow cytometry; active compounds read low. calls only at 7 µM. 330,000 compounds, 0.068% hits;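 active means response, share of CD8 T cells binding vesicles, and their 90th percentile fluorescence all below set limits, cut at about 80% in these data, passing the limit was not always enough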
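Material: murine 2C transgenic CD8+ T lymphocytes / Also added: QL9-peptide-loaded Drosophila micro-vesicles bearing Ld, ICAM-1 and B7-1 / Schedule: binding step 1.5 h, 37 °C, antibody labelling 20 min, ice / Signal: flow cytometry, PE anti-B7-1 (FL2) versus Alexa647 anti-CD8 (FL8), PFA-fixed / Evaluation: percent CD8+ FL2 mean versus row control / Benchmarks: naked versus QL9-loaded vesicles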
MT stabilizer – microtubule stabilizers in HeLa cells; AID 2205; HeLa tubulin immunostaining HCS, 24 h; share of cells brighter than vehicle mean+2SD; 200,000 compounds, 0.83% hits; % tubulin-high responders, % at 10 µM;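 active means plate Z-score above 3 for both tubulin-high and condensed-nucleus cell shares, with cell loss under 80%, at 10 µM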;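 further: anti alpha tubulin signal scored within the nucleus-defined area of each cell; some results filed as inactive read as strong as hits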
P. falciparum M17LAP – P. falciparum M17LAP inhibitors, primary screen, biochemical, fluorogenic H-Leu-NHMec substrate, 1536-well (AID 1619). recombinant M17LAP, H-Leu-NHMec fluorogenic kinetic assay; higher % means a stronger effect. inhibition, % at 30 µM, or IC50 in µM where a hit was titrated. 220,000 compounds, 0.38% hits;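 active means compound inhibiting the enzyme by more than half at any dose during confirmatory dose-response retesting; inconclusive means strong single-dose inhibitors picked by rank but not retested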;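 further: plate controls were full reaction with DMSO carrier for no effect and no enzyme background for full effect; strong numbers were not always called active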
Yfh1-depleted yeast – mitochondrial function rescue without frataxin homolog – Friedreich's ataxia, plus single-dose screen, dose response (AID 1465); S. cerevisiae Yfh1-off respiration, WST-1 reduction, 72 h; higher fold induction means a stronger effect; one-dose fold induction at 50 µM; EC50 in µM for titrated hits; 220,000 compounds, 0.074% hits;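 active means fold induction of absorbance versus untreated yeast above a set limit, then at least 30% activation at any dose in follow-up; inconclusive means repeats straddling the limit, or above it without dose testing; inactive means fold induction below the set limit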;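 further: activators that raise dye reduction in frataxin-depleted yeast; strong numbers were not always called active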
WT yeast gro inh mutant strain – recorded beside WT yeast gro inh, whose call it bears; inhibition, %; mitochondrial fusion phenotypic screen, mutant strain inhibition
Dynein transport cytoplasmic EGFP – also measured in Dynein transport; calls as there; z-score; measured here: cytoplasmic GR-EGFP intensity; active compounds read high
Dynein transport nuclear GR-EGFP – also measured in Dynein transport; calls as there; z-score; measured here: nuclear GR-EGFP intensity;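 lower value marks the stronger effect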
Dynein transport cell count – recorded beside Dynein transport, whose call it bears; z-score; measured here: cell count per field
bCat nuc transl cell count 5 µM – recorded beside bCat nuc transl, whose call it bears; cell count; measured here: cell count, cytotoxicity flag
T cell HTS vesicle-bound % – recorded beside T cell HTS, whose call it bears; double positive events, %; measured here: CD8+ vesicle-bound cell fraction;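 binding gate set so that unloaded-vesicle control wells show 10% double positive cells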
MT stabilizer Hoechst-high % – recorded beside MT stabilizer, whose call it bears; % Hoechst-high responders; measured here: nuclear condensation Hoechst responders;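 share of cells brighter than vehicle mean plus two SD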
MT stabilizer cytotoxicity % – further read-out of MT stabilizer, marked with its call; toxicity, %; measured here: cytotoxicity by cell density;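 0% = mean cell density of plate MIN control wells and 100% = no cells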
Autophagy mod cell loss 18 h – second read-out of Autophagy mod, no call of its own (marks repeat the call); toxicity, %; measured here: cell loss, nuclei count;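 cell loss after 18 h compound exposure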
The depositor's hits bear a star.

`CCOC(=O)c1cc2c(N)c(C(=O)c3cc(C#N)c(SC)nc3C)sc2nc1C` gave bCat nuc transl -0.7, WT yeast gro inh -16, Autophagy mod active, Dynein transport -0.54, M1AAP inhibition -2%, MT stabilizer 21, P. falciparum M17LAP -11%, Yfh1-depleted yeast inactive, WT yeast gro inh mutant strain -12, Dynein transport cytoplasmic EGFP -0.17, Dynein transport nuclear GR-EGFP -0.1, Dynein transport cell count 0.8, bCat nuc transl cell count 5 µM 978, MT stabilizer Hoechst-high % 10, MT stabilizer cytotoxicity % 28 and Autophagy mod cell loss 18 h 14*.
For CCN(CC)C(=O)c1sc(NC(=O)c2ccc(OC)c([N+](=O)[O-])c2)c(C#N)c1C the results were bCat nuc transl -1.5, WT yeast gro inh 2, Autophagy mod inactive, Dynein transport -0.4, M1AAP inhibition 0%, T cell HTS inactive, MT stabilizer 5.3, P. falciparum M17LAP 1%, Yfh1-depleted yeast inactive, WT yeast gro inh mutant strain -2, Dynein transport cytoplasmic EGFP -0.26, Dynein transport nuclear GR-EGFP 0.017, Dynein transport cell count -0.12, bCat nuc transl cell count 5 µM 1177, T cell HTS vesicle-bound % 4, MT stabilizer Hoechst-high % 3.5, MT stabilizer cytotoxicity % 3.4 and Autophagy mod cell loss 18 h -1.
For Cc1cc(-c2cc(C(=O)NC3CCCC3)on2)nc(NC2CCCC2)n1 the results were bCat nuc transl 0.2, Dynein transport -0.41, M1AAP inhibition 10%, T cell HTS inactive, P. falciparum M17LAP 7%, Yfh1-depleted yeast inactive, Dynein transport cytoplasmic EGFP -0.75, Dynein transport nuclear GR-EGFP -0.033, Dynein transport cell count -0.2, bCat nuc transl cell count 5 µM 1270 and T cell HTS vesicle-bound % 44.
Screening Clc1ccc(-c2n[nH]c3c2CCC3)cc1Cl returned bCat nuc transl -1.3, WT yeast gro inh 71, Autophagy mod inactive, Dynein transport -0.94, M1AAP inhibition -6%, T cell HTS inactive, MT stabilizer 4.7, P. falciparum M17LAP -4%, Yfh1-depleted yeast inactive, WT yeast gro inh mutant strain 77, Dynein transport cytoplasmic EGFP -0.21, Dynein transport nuclear GR-EGFP 0.34, Dynein transport cell count 0.33, bCat nuc transl cell count 5 µM 906, T cell HTS vesicle-bound % 52, MT stabilizer Hoechst-high % 2.1, MT stabilizer cytotoxicity % 6.1 and Autophagy mod cell loss 18 h 7.
Cc1ccc(N(NC(=O)C(O)(c2ccccc2)c2ccccc2)C(=O)CCl)cc1 was read as bCat nuc transl 10, WT yeast gro inh -19, Autophagy mod inactive, Dynein transport -3, M1AAP inhibition 8%, T cell HTS inactive, MT stabilizer 4.4, P. falciparum M17LAP 5%, Yfh1-depleted yeast inactive, WT yeast gro inh mutant strain -15, Dynein transport cytoplasmic EGFP 0.59, Dynein transport nuclear GR-EGFP -2, Dynein transport cell count 0.41, bCat nuc transl cell count 5 µM 174, T cell HTS vesicle-bound % 48, MT stabilizer Hoechst-high % 3.0, MT stabilizer cytotoxicity % 5.4 and Autophagy mod cell loss 18 h 6.
For Cc1cccc(Cn2nc(C)c(NC(=O)c3ccc(F)cc3)c2C)c1 the results were bCat nuc transl -1.9, WT yeast gro inh -17, Autophagy mod inactive, Dynein transport -0.58, M1AAP inhibition -2%, T cell HTS inactive, MT stabilizer 5.0, P. falciparum M17LAP 13%, Yfh1-depleted yeast inactive, WT yeast gro inh mutant strain 4, Dynein transport cytoplasmic EGFP -0.29, Dynein transport nuclear GR-EGFP -0.47, Dynein transport cell count 0.84, bCat nuc transl cell count 5 µM 1083, T cell HTS vesicle-bound % 34, MT stabilizer Hoechst-high % 1.1, MT stabilizer cytotoxicity % 7.6 and Autophagy mod cell loss 18 h 14.
For COc1cccc(-c2nc(CCl)cs2)c1OC the results were bCat nuc transl -1.1, WT yeast gro inh -7, Autophagy mod inactive, Dynein transport 1.9, M1AAP inhibition -2%, T cell HTS inactive, MT stabilizer 3.0, P. falciparum M17LAP 3%, Yfh1-depleted yeast inactive, WT yeast gro inh mutant strain -15, Dynein transport cytoplasmic EGFP -0.11, Dynein transport nuclear GR-EGFP 0.53, Dynein transport cell count -1.4, bCat nuc transl cell count 5 µM 1010, T cell HTS vesicle-bound % 25, MT stabilizer Hoechst-high % 2.5, MT stabilizer cytotoxicity % 2.6 and Autophagy mod cell loss 18 h 14.
Screening Fc1ccccc1-c1nc(-c2cnccc2C(F)(F)F)no1 returned bCat nuc transl -1.5, Dynein transport -0.56, M1AAP inhibition 1%, T cell HTS inactive, P. falciparum M17LAP -10%, Yfh1-depleted yeast inactive, Dynein transport cytoplasmic EGFP -0.25, Dynein transport nuclear GR-EGFP -0.52, Dynein transport cell count 1.3, bCat nuc transl cell count 5 µM 1079 and T cell HTS vesicle-bound % 36.
For O=C(CCc1ccc(S(=O)(=O)NCc2ccccc2)cc1)NCc1ccco1 the results were WT yeast gro inh -2, Autophagy mod inactive, Dynein transport -0.28, M1AAP inhibition -4%, T cell HTS inactive, MT stabilizer 5.3, P. falciparum M17LAP -7%, Yfh1-depleted yeast inactive, WT yeast gro inh mutant strain -11, Dynein transport cytoplasmic EGFP -0.29, Dynein transport nuclear GR-EGFP -0.49, Dynein transport cell count 0.55, T cell HTS vesicle-bound % 54, MT stabilizer Hoechst-high % 2.1, MT stabilizer cytotoxicity % 7.1 and Autophagy mod cell loss 18 h -6.
For COc1cc(NC(=O)c2cccs2)c(C(=O)OCC(=O)NC(=O)NC(C)(C)C)cc1OC the results were WT yeast gro inh 9, Autophagy mod inactive, Dynein transport 2.6, M1AAP inhibition 2%, T cell HTS inactive, MT stabilizer 3.7, P. falciparum M17LAP -8%, Yfh1-depleted yeast inactive, WT yeast gro inh mutant strain -8, Dynein transport cytoplasmic EGFP -0.13, Dynein transport nuclear GR-EGFP 1.5, Dynein transport cell count -1.7, T cell HTS vesicle-bound % 38, MT stabilizer Hoechst-high % 2.2, MT stabilizer cytotoxicity % 4.2 and Autophagy mod cell loss 18 h -2.
CCn1c(C(=O)O)c(CC(=O)Nc2ccccc2F)c2ccccc21 was read as bCat nuc transl -4.2, WT yeast gro inh -9, Autophagy mod inactive, Dynein transport 0.48, M1AAP inhibition 1%, T cell HTS inactive, MT stabilizer 2.8, P. falciparum M17LAP 17%, Yfh1-depleted yeast inactive, WT yeast gro inh mutant strain 17, Dynein transport cytoplasmic EGFP -0.27, Dynein transport nuclear GR-EGFP 0.27, Dynein transport cell count 0.34, bCat nuc transl cell count 5 µM 1145, T cell HTS vesicle-bound % 38, MT stabilizer Hoechst-high % 2.2, MT stabilizer cytotoxicity % 7.0 and Autophagy mod cell loss 18 h 4.
Cc1no[n+]([O-])c1COc1ccccc1/C=N/n1nnnc1N was read as bCat nuc transl -0.8, WT yeast gro inh -2, Autophagy mod inactive, Dynein transport -0.48, M1AAP inhibition 4%, T cell HTS inactive, MT stabilizer 4.5, P. falciparum M17LAP 0%, Yfh1-depleted yeast inactive, WT yeast gro inh mutant strain 0, Dynein transport cytoplasmic EGFP -0.29, Dynein transport nuclear GR-EGFP -0.49, Dynein transport cell count 0.32, bCat nuc transl cell count 5 µM 1030, T cell HTS vesicle-bound % 45, MT stabilizer Hoechst-high % 2.7, MT stabilizer cytotoxicity % 6.0 and Autophagy mod cell loss 18 h -28.
For O/N=C1\CCCc2ccc3ccccc3c21 the results were bCat nuc transl 1.1, Dynein transport -1.3, M1AAP inhibition 5%, T cell HTS inactive, P. falciparum M17LAP -5%, Yfh1-depleted yeast inactive, Dynein transport cytoplasmic EGFP -0.25, Dynein transport nuclear GR-EGFP -0.06, Dynein transport cell count -0.042, bCat nuc transl cell count 5 µM 1402 and T cell HTS vesicle-bound % 19.
For Cc1[nH][nH]c(=O)c1C(c1c(C)[nH][nH]c1=O)c1cn(C)c2ccccc12 the results were bCat nuc transl 4.1, WT yeast gro inh -8, Autophagy mod inactive, Dynein transport -1.2, M1AAP inhibition 12%, MT stabilizer 6.2, P. falciparum M17LAP inconclusive, Yfh1-depleted yeast inactive, WT yeast gro inh mutant strain -13, Dynein transport cytoplasmic EGFP -0.3, Dynein transport nuclear GR-EGFP -0.37, Dynein transport cell count 0.89, bCat nuc transl cell count 5 µM 676, MT stabilizer Hoechst-high % 5.6, MT stabilizer cytotoxicity % 4.3 and Autophagy mod cell loss 18 h -22.
Cc1sc(NC(=S)NC(=O)C2CCCCC2)c(C(N)=O)c1C was read as bCat nuc transl -2.0, WT yeast gro inh -6, Autophagy mod inactive, Dynein transport 2, M1AAP inhibition 6%, T cell HTS inactive, MT stabilizer 3.2, P. falciparum M17LAP -13%, Yfh1-depleted yeast inactive, WT yeast gro inh mutant strain -19, Dynein transport cytoplasmic EGFP 0.49, Dynein transport nuclear GR-EGFP 2.4, Dynein transport cell count -3.2, bCat nuc transl cell count 5 µM 494, T cell HTS vesicle-bound % 50, MT stabilizer Hoechst-high % 3.6, MT stabilizer cytotoxicity % 0.1 and Autophagy mod cell loss 18 h -1.

Screens as filed in PubChem BioAssay.
